Screening data as filed in PubChem.
SENP8 inh = human SENP8 protease inhibitors, primary screen, biochemical, fluorescence, Nedd8 protein substrate, uHTS; inhibition, % at 20 µM; AID 602440, 2012; hit rate 0.64% among 360,000; Sentrin-specific protease 8 (Homo sapiens), Q96LD8; recombinant SENP8; in the data active means inhibition mostly above about 40%, no sharp cut-off; inactive means mostly below about 27%
Target sequence (Q96LD8 whole entry, looked up): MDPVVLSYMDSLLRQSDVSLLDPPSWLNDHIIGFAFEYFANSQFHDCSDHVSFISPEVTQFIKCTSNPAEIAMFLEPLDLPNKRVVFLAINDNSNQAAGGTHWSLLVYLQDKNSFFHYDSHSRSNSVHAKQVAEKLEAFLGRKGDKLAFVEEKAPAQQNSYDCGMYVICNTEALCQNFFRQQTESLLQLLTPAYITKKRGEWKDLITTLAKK
SENP6 inh = SENP6 protease inhibitors, primary screen, biochemical, luminescence, uHTS. Sentrin-specific protease 6 (Homo sapiens), Q9GZR1. Recombinant SENP6 catalytic domain, aminoluciferin luminescence. inhibition, % at 10 µM. hit rate 1.8% among 330,000. AID 2599, 2010;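 active means inhibition above about 50% at the single tested dose, limit read from the data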;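 further: plate controls were DMSO wells with enzyme for no effect and DMSO wells lacking enzyme for full effect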
NR3A LBD binder = binders of NR3A ligand-binding domain, primary screen, biophysical, differential scanning fluorimetry, uHTS | Glutamate receptor ionotropic, NMDA 3A (GRIN3A) ligand-binding domain | NR3A LBD differential scanning fluorimetry, Tm shift; 0% = protein alone, 100% = glycine-bound protein | Tm shift relative to glycine control, % at 25 µM | hit rate 2.5% among 340,000;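 active means melting temperature shift of at least 10% of the positive control shift, at one fixed dose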
PfG6PD inh = PfG6PD enzyme inhibitors, primary screen, biochemical, fluorescence intensity, uHTS | AID 504690, 2011 | hit rate 0.78% among 350,000 | inhibition, % at 20 µM | glucose-6-phosphate dehydrogenase-6-phosphogluconolactonase (Plasmodium falciparum 3D7) | PfGluPho enzyme, NADPH resazurin-diaphorase fluorescence;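 active means inhibition reaching at least a set limit at 20 µM in the primary screen, cut at about 59% in these data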;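 further: 0% = DMSO wells with substrate and 100% = DMSO wells lacking glucose-6-phosphate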
MPTP inh = mitochondrial permeability transition pore inhibitors, primary screen, biochemical, isolated mouse mitochondria, absorbance. Ca2+ swelling absorbance, 30 min. inhibition, % at 10 µM. hit rate 1.4% among 360,000. AID 602449, 2012;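 active means inhibition of 50% or more, scaled per plate between neutral and stimulator controls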;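 further: 0% = DMSO wells given calcium and 100% = 1 mM EGTA wells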
ATG4B inh = ATG4B protease inhibitors, primary screen, biochemical, fluorescence, uHTS; ATG4B cleavage of LC3-PLA2, NBD-HPC fluorescence, 1 h; inhibition, % at 8.33 µM; hit rate 0.51% among 340,000; in the data active means inhibition above about 40%
SENP1 inh = human SENP1 catalytic domain inhibitors, primary screen, biochemical, FRET, uHTS. recombinant SENP1 catalytic domain, CyPet-SUMO1-YPet FRET cleavage. inhibition, % at 10 µM. hit rate 0.21% among 360,000. AID 624204, 2012;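 active means inhibition at least 30% at 10 µM, raw YFP signal under a set limit, fluorescence ratio 0.5 to 1.5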;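 further: 0% = enzyme with DMSO and 100% = no enzyme wells; some results filed as inactive read as strong as hits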
Target sequence (Q9P0U3 419-644 limits assumed): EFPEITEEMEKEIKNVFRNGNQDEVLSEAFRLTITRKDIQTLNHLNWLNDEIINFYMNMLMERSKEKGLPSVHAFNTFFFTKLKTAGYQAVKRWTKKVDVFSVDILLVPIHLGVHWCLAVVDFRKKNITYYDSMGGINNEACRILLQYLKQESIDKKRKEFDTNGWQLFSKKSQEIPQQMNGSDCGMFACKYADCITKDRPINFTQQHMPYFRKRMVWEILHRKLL
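Compound: 10 µM single point, 0.5% DMSO; Test system: hSENP1 catalytic domain, recombinant; Timing: 50 min reaction at room temperature; Technique: FRET, CFP and YFP emission; Control set: no-enzyme wells low, DMSO-plus-enzyme wells high control.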
hIAP act = human IAP activators, primary screen, biochemical, luminescence, uHTS | AID 2524, 2010 | activation factor at 10 µM | Intestinal-type alkaline phosphatase (Homo sapiens), P09923 | purified human IAP, CDP-Star luminescence, 30 min; hits give high values; 1 = vehicle-only enzyme, 0 = enzyme-free background | hit rate 0.16% among 330,000;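 active means activation factor of the enzyme at least 2-fold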; further: the source names both 10 and 20 µM as test concentration; values of inactives mirror those of a sister screen read the other way
Target sequence (P09923 whole entry, looked up): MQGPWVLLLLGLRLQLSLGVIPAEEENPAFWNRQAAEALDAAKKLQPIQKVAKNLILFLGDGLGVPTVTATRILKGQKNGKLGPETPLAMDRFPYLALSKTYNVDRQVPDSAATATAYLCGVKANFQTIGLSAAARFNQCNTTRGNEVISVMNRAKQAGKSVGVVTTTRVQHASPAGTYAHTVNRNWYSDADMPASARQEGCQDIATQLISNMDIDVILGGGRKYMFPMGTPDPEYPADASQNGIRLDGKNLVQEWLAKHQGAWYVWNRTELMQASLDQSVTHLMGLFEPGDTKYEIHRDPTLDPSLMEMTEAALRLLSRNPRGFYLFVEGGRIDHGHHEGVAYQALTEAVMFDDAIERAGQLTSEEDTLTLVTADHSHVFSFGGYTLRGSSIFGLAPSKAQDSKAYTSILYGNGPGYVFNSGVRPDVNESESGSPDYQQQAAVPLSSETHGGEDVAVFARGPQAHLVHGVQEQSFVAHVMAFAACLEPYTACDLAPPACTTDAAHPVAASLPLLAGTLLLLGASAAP
The depositor's hits bear a star; . = not tested or not shown.

SMILES	SENP8 inh	SENP6 inh	NR3A LBD binder	PfG6PD inh	MPTP inh	ATG4B inh	SENP1 inh	hIAP act
Cc1ccc(NC(=O)c2ccc(NS(=O)(=O)c3ccc4[nH]c(=O)[nH]c4c3)cc2)nc1	-33	-5	-16	-26	-0.4	2	2	1.1
O=C(C(Cc1ccc(Cl)cc1)NS(=O)(=O)c1ccccc1)N1CC[C@@]2(O)CCCC[C@H]2C1 (some centres not stated)	-8	-5	0	4	-2.2	-13	-5	0.94
O=C(CSc1nc(=O)n2ccccc2n1)NCc1ccc(F)cc1	-66	-10	1	-4	-2.4	1	-1	0.91
COc1ccccc1-n1c(SCC(=O)NC(C)(C)C)nc(O)c(Cc2ccccc2)c1=O	11	-7	-1	-4	1.0	-9	0	1.1
CC(C)(C)SCCNC(=O)COc1ccc(Cl)cc1	11	-21	-1	-1	1.7	-12	0	1.2
COCCn1c(=S)[nH]c2cc(OC)c(OC)cc2c1=O	3	-13	0	9	-1.0	6	1	1.1
COC(=O)Nc1ccccc1C(=O)N1CCC(O)(c2ccc(Cl)cc2)CC1	6	-1	-6	-8	0.2	-1	0	1.1
Cc1ccc(N2CCN(S(=O)(=O)c3nnc(NC(=O)c4ccccc4)s3)CC2)cc1	-166	-19	10*	14	2.9	-4	-4	0.94
Cc1ccc(OCCn2c(CCCO)nc3ccccc32)cc1	9	-4	2	6	-0.3	-15	-2	1.2
O=C(O)c1cc(S(=O)(=O)N2CCCCC2)ccc1N1CCCCC1	3	2	1	0	-1.9	-6	1	0.91
CCOc1ccc(C2OC34CCCCC3C(C#N)(C#N)C2(C#N)C(=N)O4)cc1OC (configuration not stated)	-283	26	-4	10	-0.2	-12	-21	1.1
CC(=O)c1ccc(S(=O)(=O)Nc2ccc(C(=O)N3CCC3)cc2)cc1	6	-3	2	4	-1.1	5	2	0.86
O=C(Nc1ccc2[nH]c(=O)[nH]c2c1)c1cccc([N+](=O)[O-])c1	11	-5	0	3	-0.5	-1	0	1.1
CN(C)c1ccc(C=Nc2ccc(N(C)C)cc2)cc1	5	22	0	66*	1.1	-6	8	1.1
Cc1ccc(C(=O)NCC(=O)OCC(=O)Nc2cc(S(=O)(=O)N3CCOCC3)ccc2Cl)s1	5	-8	0	8	0.2	-6	-1	0.95

One compound at a time, as listed above. Screens in order: SENP8 inh | SENP6 inh | NR3A LBD binder | PfG6PD inh | MPTP inh | ATG4B inh | SENP1 inh | hIAP act
CC(C)(C)SCCNC(=O)COc1ccc(Cl)cc1 in the list: 11 | -21 | -1 | -1 | 1.7 | -12 | 0 | 1.2
Cc1ccc(OCCn2c(CCCO)nc3ccccc32)cc1 in the list: 9 | -4 | 2 | 6 | -0.3 | -15 | -2 | 1.2
O=C(O)c1cc(S(=O)(=O)N2CCCCC2)ccc1N1CCCCC1 in the list: 3 | 2 | 1 | 0 | -1.9 | -6 | 1 | 0.91
Cc1ccc(N2CCN(S(=O)(=O)c3nnc(NC(=O)c4ccccc4)s3)CC2)cc1 in the list: -166 | -19 | 10* | 14 | 2.9 | -4 | -4 | 0.94
COCCn1c(=S)[nH]c2cc(OC)c(OC)cc2c1=O in the list: 3 | -13 | 0 | 9 | -1.0 | 6 | 1 | 1.1

The listing continues.
SMILES	SENP8 inh	SENP6 inh	NR3A LBD binder	PfG6PD inh	MPTP inh	ATG4B inh	SENP1 inh	hIAP act
CCN1CCN(C(=O)CCN2C(=O)c3ccccc3S2(=O)=O)CC1	1	-14	-1	-5	-0.8	0	-2	1
N#CC1(NC(=O)COC(=O)CCN=C2NS(=O)(=O)c3ccccc32)CCCCC1	7	0	1	12	0.2	-2	3	0.91
N=c1c(S(=O)(=O)c2ccccc2)cc2c(=O)n3ccccc3nc2n1C1CCCC1	-34	-8	-24	1	0.5	-1	-29	1
Cc1ccc(-c2n[nH]c(=S)n2/N=C/c2c(C)[nH]n(-c3ccccc3)c2=O)cc1	-8	-12	-3	-3	-2.4	9	2	1.2
COc1ccc(-c2cc(C(F)(F)F)nc(N3CCN(Cc4ccccc4)CC3)n2)cc1OC	-16	-17	2	26	2.8	-11	-1	1.2
O=C(COC(=O)/C=C/c1ccc(Cl)c(Cl)c1)NC1CCS(=O)(=O)C1 (configuration not stated)	-6	-4	5	9	-1.7	-11	0	0.99
COc1ccc(C(=O)CC(=O)C(=O)Nc2ccc([N+](=O)[O-])cc2C)cc1	-68	9	-2	-17	3.0	3	1	0.92
Cc1nc2c(sc(=S)n2Cc2ccco2)c(=O)n1CC(=O)Nc1ccccc1F	22	5	-4	3	-0.7	-6	2	1
COc1ccc2nc(C)cc(N3CC(C)OC(C)C3)c2c1 (configuration not stated)	-39	2	0	-2	0.0	-7	-1	0.94
CCCCN1CNC(=S)N(c2ccccc2OCC)C1	7	1	-2	-17	-1.0	-4	1	1.1
CCn1c(=O)c2sccc2n(Cc2ccc(C)cc2)c1=O	18	-8	0	-20	-0.3	3	1	1.2
COc1ccc(NC2SC(=O)N(CC(=O)O)C2=O)cc1 (configuration not stated)	12	8	1	-2	0.4	-13	-1	0.97
CCNc1nc(NC(C)C)nc(NS(=O)(=O)c2ccc(N)cc2)n1	9	-14	0	-10	-0.1	-3	3	0.99
CCOc1ccc2nc(N3CCCC(C(=O)NCCCN4CCCCC4)C3)sc2c1 (configuration not stated)	8	7	1	3	0.7	0	0	1.2
CC1(C)C(CSc2nc3ccccc3[nH]2)C1(Cl)Cl (configuration not stated)	7	-9	-12	15	1.5	-4	0	1.2
Nc1c(C(=O)O)sc2nc(-c3ccccc3)cc(-c3ccc(Cl)cc3)c12	-69	-24	-16	-20	2.5	21	-2	0.99
Cc1ccc(-n2c(C)c(C)c3c(NCCO)ncnc32)cc1	5	3	1	-2	0.2	-7	-1	1
O=C(NCCSCc1c(F)cccc1Cl)c1ccc(CN2CCOCC2)cc1	1	10	-3	-2	0.2	4	0	0.93
COc1cc(/C=C/C(=O)OCC(=O)NCc2ccco2)cc(OC)c1OC	-289	3	1	-12	0.2	-6	1	1
C=CCNc1nc2ccccc2nc1NS(=O)(=O)c1cccc(C)c1	-321	-25	-2	-28	3.8	-4	-8	1.2
CC(=O)Nc1cc2c3c(c1)CCC(=O)N3CCC2	0	17	0	-1	-1.8	-6	-1	0.94
COc1ccc(C(=O)Nc2ncccc2C)cc1S(=O)(=O)N1CCOCC1	3	9	-1	-7	0.2	5	0	0.96
O=c1oc2ccccc2cc1N1CCOCC1	13	-21	-1	7	0.6	3	0	1.2
CCc1noc(C)c1C(=O)Nc1cc(Cl)ccc1-n1cncn1	-1	1	2	-5	-0.9	-2	-4	1
CCOc1ccc(C2CC(c3cccc(OC)c3OC)n3nnnc3N2)cc1Cl (configuration not stated)	24	-25	1	4	-3.2	-5	1	1
COCCCNC(=O)CCC(=O)Nc1ccc2nc(N3CCOCC3)cc(C)c2c1	-296	2	0	4	0.3	-1	-3	1.1
COCCNC(=O)CN(c1ccc(C)cc1)S(=O)(=O)c1ccccc1	6	-13	-7	-5	-0.2	-5	-1	0.72
COc1ccc(NC(=O)/C(C#N)=C\c2ccc(OCc3ccc(C(=O)O)cc3)c(OC)c2)cc1	20	3	-2	24	2.2	-8	-7	1.1
Cn1nnnc1Sc1ncnc2scc(-c3ccc(C(F)(F)F)cc3)c12	8	-8	3	-8	1.1	1	-3	0.93
CCc1ccc(Oc2coc3cc(OC(=O)c4cc5ccccc5oc4=O)ccc3c2=O)cc1	-265	-14	-10	-31	1.8	4	-12	0.76
Nc1ccc(-n2nncc2-c2ccccc2)cc1	25	-14	.	-6	-1.4	.	-1	1.1
Cc1cccc(-c2noc(CCCOc3ccc(Cl)cc3Cl)n2)c1	27	-9	-15	10	13	-5	1	0.93
C/C=C/C=C/C(=O)O	12	-2	0	5	-1.7	5	0	0.93
CCC1(C)Cc2c(sc(NC(=S)NC(=O)c3ccccc3)c2C#N)CO1 (configuration not stated)	22	1	22*	23	83*	-7	0	1
CCC(=O)NC(NCC1CCCO1)C(Cl)(Cl)Cl (configuration not stated)	20	-23	0	-16	-5.5	1	-2	1.1
COc1ccc(C)cc1NC(=O)c1cc(S(=O)(=O)N2CCCC2)cn1C	3	-16	0	-7	0.6	-5	1	0.89
CCN(CC)CCNCc1cc(Br)ccc1OCC(=O)NCc1ccccc1	6	-11	1	-25	-1.5	-2	2	0.95
Cc1cc(C)c(NC(=O)CNC(=O)c2cc([N+](=O)[O-])ccc2N2CCOCC2)c(C)c1	14	-6	-1	2	-1.2	-14	2	0.9
O=C(c1ccc(S(=O)(=O)Cc2ccccc2F)c([N+](=O)[O-])c1)N1CCCC1	15	23	-6	-10	1.2	7	-1	1
COc1ccc(Cl)cc1C(=O)Nc1ccc(NC(C)=O)cc1	7	12	-13	1	-0.1	3	0	0.97
C=CCn1c(SCC(O)Cn2c3ccccc3c3ccccc32)nnc1-c1ccco1 (configuration not stated)	5	9	-8	12	-1.6	46*	0	1
COc1ccc(Cl)cc1NC(=O)CN(C)C(=O)c1cc(=O)c2ccccc2o1	-1	-7	1	8	-0.1	-5	2	0.84
C#CCOc1c(Br)cc(/C=N/O)cc1OCC	18	4	-1	37	-0.3	13	1	0.76
O=C(Nc1cc(C(F)(F)F)ccc1Cl)c1ccncc1	6	7	1	9	2.4	-4	4	1.1
CCC(C)NS(=O)(=O)c1ccc(S(=O)(=O)N(CC(=O)Nc2ccccc2)Cc2ccco2)cc1 (configuration not stated)	10	-17	-8	20	3.9	-10	-4	1.2
CCc1ccc(CNC(=O)CCS(=O)(=O)Cc2ccccc2F)cc1	10	11	-1	-6	1.0	7	3	0.94
COc1ccc(C(=O)O)cc1NC(=S)NC(=O)/C=C/c1ccc(C(C)C)cc1	20	-2	-2	-14	2.5	3	2	0.99
C[C@H](NC(=O)[C@@H]1CSC2c3ccccc3C(=O)N21)C(=O)NCc1c(F)cccc1Cl (some centres not stated)	22	-17	1	-11	3.6	6	-1	1.1
O=C(c1ccco1)N1CCN(C(=O)N2c3ccccc3Sc3ccccc32)CC1	21	-17	-2	1	0.3	0	2	0.9
Cc1cccc(C)c1OCC(=O)N/N=C/c1ccc2c(c1)OCO2	20	-10	3	5	-1.7	5	-1	0.94
O=C(NN1CCOCC1)c1cc(-c2cccs2)nc2ccccc12	-288	-4	0	-6	-0.8	-3	-3	1.1
Cc1nc(-c2cccnc2)sc1C(=O)Nc1ccc(C(F)(F)F)cc1	4	-14	-1	14	23	-15	-3	1
Cc1cccc2cc(CN(CCCN(C)C)C(=S)NCCc3ccccc3)c(=O)[nH]c12	-22	-11	1	5	-0.7	-13	3	0.94
C[C@@H](C(=O)Nc1cccc(S(=O)(=O)N2CCOCC2)c1)N1C(=O)C2CC=CCC2C1=O (some centres not stated)	6	4	-1	4	-0.5	-9	0	1.1
c1ccc2c(c1)nc(N1CCOCC1)c1ccccc12	-272	9	-1	-5	1.0	5	0	0.98
COc1ccc(/C=C2\C(=O)NCC(=O)N2Cc2ccccc2)cc1	19	-3	1	-8	-8.6	1	0	0.89
CCOC(=O)C(CC)/C(C)=N\NC(=O)CCC(=O)Nc1ccc(Cl)cc1Cl (configuration not stated)	3	-25	-2	-12	-1.8	-8	2	1
CCCn1c(C)cc(/C=C(\C#N)C(=O)OCC(=O)Nc2cc(OC)c(OC)c(OC)c2)c1C	-64	0	-1	-6	-1.0	-16	-6	0.98
COCCN(C)Cc1nc(C(c2ccccc2)c2ccccc2)no1	6	15	0	8	0.3	-6	0	0.94
O=C1c2ccc(Oc3ccc([N+](=O)[O-])cc3)cc2C(=O)N1CCCO	32	5	0	2	8.6	1	2	0.98
